High-throughput results deposited in PubChem by several laboratories.
OXTR ag – human OXTR agonists, primary screen, fluorescence, CHO-OTR cells, Fluo-8 calcium | 320,000 compounds, 0.32% hits | activation, % at 3 µM | AID 2435, 2010 | Oxytocin receptor (Homo sapiens), P30559 | Fluo-8 calcium fluorescence; normalized: DMSO 0%, oxytocin 100%;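 active means activation above the mean of all tested compounds plus 3 SD, cutoff set per screening run, cut at about 20% in these data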;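 further: peak over basal fluorescence ratio from a 100 s FLIPR kinetic read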
GalR3 antagonist – GalR3 antagonists in HEK293 cells, primary screen, cell-based, fluorescence readout; inhibition, % at 3 µM; HEK293 GalR3-CNG cAMP membrane potential fluorescence; galR3 body fused to GalR1 C-terminus; 360,000 compounds, 0.44% hits;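 active means inhibition above the screen-wide average plus 3 SD, cut at about 13% in these data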;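 further: forskolin and galanin both at EC90 stimulate the cells; cAMP rise reported by CNG channel membrane potential dye signal; 0% = forskolin plus galanin with DMSO and 100% = forskolin alone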
PHOSPHO1 block – PubChem AID 1565; Phosphoethanolamine/phosphocholine phosphatase (Homo sapiens), Q8TCT1; recombinant PHOSPHO1, absorbance phosphatase assay; inhibition, % at 13.3 µM; 290,000 compounds, 1.1% hits; in the data active means inhibition above about 60%
Target sequence (Q8TCT1 whole entry, looked up): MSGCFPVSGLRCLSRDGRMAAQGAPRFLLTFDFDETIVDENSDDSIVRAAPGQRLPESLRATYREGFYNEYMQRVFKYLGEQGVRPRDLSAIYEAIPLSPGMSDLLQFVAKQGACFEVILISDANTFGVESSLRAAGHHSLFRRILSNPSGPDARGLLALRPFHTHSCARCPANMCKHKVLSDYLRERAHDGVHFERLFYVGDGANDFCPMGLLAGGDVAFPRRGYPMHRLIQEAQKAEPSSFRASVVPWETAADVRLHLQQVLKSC
V1R ag counter – agonists of human V1a receptor, primary screen, counter-screen for OXTR agonist project, fluorescence, CHO-V1R cells. Vasopressin V1a receptor (Homo sapiens), P37288. Fluo-8 calcium fluorescence, agonist mode; 0% DMSO, 100% 3 nM vasopressin. activation, % at 3 µM. 320,000 compounds, 0.25% hits. AID 2797, 2010;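 active means activation above the mean activation of all tested compounds plus 3 SD, per screening run, cut at about 20% in these data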;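 further: signal is peak over basal fluorescence ratio across a 100 second FLIPR read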
Target sequence (P37288 whole entry, looked up): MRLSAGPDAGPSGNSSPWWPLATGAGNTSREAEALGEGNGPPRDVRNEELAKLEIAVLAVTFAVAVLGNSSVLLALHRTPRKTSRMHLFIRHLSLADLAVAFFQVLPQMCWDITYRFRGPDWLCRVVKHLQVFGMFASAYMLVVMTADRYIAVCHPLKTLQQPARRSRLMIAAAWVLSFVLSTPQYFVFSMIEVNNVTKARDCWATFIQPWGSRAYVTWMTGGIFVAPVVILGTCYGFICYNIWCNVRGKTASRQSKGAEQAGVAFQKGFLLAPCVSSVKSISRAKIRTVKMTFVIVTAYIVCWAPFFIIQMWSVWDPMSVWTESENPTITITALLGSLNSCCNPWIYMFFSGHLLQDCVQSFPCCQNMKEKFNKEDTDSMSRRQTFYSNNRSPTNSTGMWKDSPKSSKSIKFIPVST
GPR7 antagonist – GPR7 receptor antagonists, primary screen, cell-based, fluorescence, single concentration; AID 1861, 2009; inhibition, % at 4.4 µM; Neuropeptides B/W receptor type 1 (Homo sapiens), P48145; GPR7-expressing cells, fluorescence antagonist assay; 290,000 compounds, 1.1% hits; in the data active means inhibition above about 16%, passing the limit was not always enough;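 further: cells stimulated with the agonist NPW; 0% = agonist with vehicle and 100% = vehicle without agonist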
Target sequence (P48145 whole entry, looked up): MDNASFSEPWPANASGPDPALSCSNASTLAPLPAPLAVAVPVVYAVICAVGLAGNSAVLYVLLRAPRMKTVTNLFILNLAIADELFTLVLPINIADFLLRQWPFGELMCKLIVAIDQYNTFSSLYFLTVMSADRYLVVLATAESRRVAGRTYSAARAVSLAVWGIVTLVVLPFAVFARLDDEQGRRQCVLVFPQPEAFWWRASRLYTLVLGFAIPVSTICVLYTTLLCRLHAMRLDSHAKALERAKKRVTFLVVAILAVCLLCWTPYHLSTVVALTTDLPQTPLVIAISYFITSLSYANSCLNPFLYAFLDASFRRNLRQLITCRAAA
NS3 helicase inh – inhibitors of HCV NS3 helicase, primary screen, biochemical, Cy5 molecular beacon fluorescence. Hepatitis C virus NS3 helicase. NS3 helicase DNA unwinding. inhibition, % at 10.9 µM. 290,000 compounds, 0.56% hits. AID 1800, 2009;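 active means inhibition above the mean of all tested compounds plus 3 SD, set per campaign, cut at about 35% in these data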;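 further: 0% = DMSO wells and 100% = thioflavine S control wells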
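System: HCV NS3 helicase fragment; control set: DMSO and thioflavine S; technique: Cy5 fluorescence at 0 and 60 min, beacon hairpin quenching; reagent: beacon DNA duplex substrate plus ATP; replicates: singlicate; schedule: 1 h reaction at 25 °C, ATP-initiated; medium: MOPS buffer pH 6.5 with MgCl2, DTT, Tween20, BSA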
DNA FID counter – compounds displacing fluorescent DNA intercalator, primary screen, artefact control for HCV NS3 helicase inhibitor project, biochemical, FID fluorescence; DNA fluorescent intercalator displacement; inhibition, % at 7.9 µM; 290,000 compounds, 0.17% hits; in the data active means inhibition above about 37%;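 further: 0% = vehicle and 100% = reference compound; higher means more ethidium bromide displaced from hairpin DNA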
IMP-1 inhibitor – IMP-1 metallo-beta-lactamase inhibitors, primary screen, biochemical, epi-absorbance readout, Pseudomonas aeruginosa enzyme | metallo-beta-lactamase IMP-1 (Pseudomonas aeruginosa) | purified IMP-1, nitrocefin hydrolysis, epi-absorbance fluorescence | inhibition, % at 5.6 µM | 290,000 compounds, 0.45% hits | AID 1556, 2009;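 active means inhibition above the mean plus 3 SD of all compounds in the same screening run, cut at about 4.5% in these data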;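 further: 0% = IMP-1 with DMSO and 100% = DMSO wells lacking enzyme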
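system = purified recombinant IMP-1 beta-lactamase | amount = 0.2 nM IMP-1, as dispensed | medium = HEPES buffer pH 7.1 with ZnSO4 and Brij 35 | times = 25 °C, 15 min preincubation, 25 min reaction | detection = plate fluorescence quenching by hydrolysis product, ex 480/em 530 nm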
VIM-2 inhibitor – VIM-2 metallo-beta-lactamase inhibitors, primary screen, biochemical, epi-absorbance readout, Pseudomonas aeruginosa enzyme | 290,000 compounds, 0.89% hits | purified VIM-2, nitrocefin hydrolysis, epi-absorbance fluorescence | AID 1527, 2009 | inhibition, % at 5.6 µM;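 active means inhibition above the mean of all tested compounds plus 3 SD, cutoff set per screening run, cut at about 7.5% in these data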;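 further: red hydrolysis product quenches plate fluorescence so inhibitors raise well fluorescence; 0% = enzyme with DMSO and 100% = DMSO without enzyme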
Numbers without * were called inactive; nt = not tested or not shown.

Abbreviations: A = OXTR ag; B = GalR3 antagonist; C = PHOSPHO1 block; D = V1R ag counter; E = GPR7 antagonist; F = NS3 helicase inh; G = DNA FID counter; H = IMP-1 inhibitor; I = VIM-2 inhibitor
Clc1ccc(-c2nnc(SCc3ccon3)o2)c(Cl)c1
  A: -0.8; B: -3.0; C: 7.0; D: 0.1; E: 6.8; F: 3.0; G: -13.4; H: -3.1; I: -2.2

CC1=C(C(=O)N(C)C)C(c2ccc(Cl)c(Cl)c2)NC(=O)N1 (stereo unspecified)
  A: 0.6; B: -1.6; C: -3.3; D: 1.8; E: -5.0; F: 6.9; G: -4.2; H: -3.2; I: -1.7

CCOc1ccc(C2=C/C(=C/c3cccnc3)C(=O)O2)cc1
  A: 3.2; B: -1.4; C: 10.7; D: 1.9; E: 2.8; F: 21.9; G: -22.1; H: -0.5; I: -0.1

COc1cccc(NC(=O)C(Cc2ccccc2)NC(=O)C2CCC(C)CC2)c1 (stereo unspecified)
  A: -1.9; B: -2.4; C: 3.0; D: -1.0; E: -5.8; F: -2.4; G: -8.5; H: -0.9; I: -4.2

CCn1c(SCc2ccccc2F)nnc1-c1ccncc1
  A: 0.9; B: -2.0; C: nt; D: 0.9; E: -3.9; F: -4.8; G: -7.7; H: -1.2; I: -1.8

O=C(COc1ccc(Cl)cc1)NCc1ccccc1
  A: 0.1; B: -7.8; C: 29.0; D: -0.3; E: 2.2; F: -3.2; G: -7.5; H: -4.4; I: -2.4

CC(=O)c1cc(C#N)c(SCCC(C)C)nc1C
  A: -1.0; B: nt; C: 7.3; D: -1.7; E: -5.7; F: 3.7; G: -3.0; H: -0.8; I: -1.3

O=[N+]([O-])c1cc(Cl)ccc1Sc1cccc2cccnc12
  A: -1.4; B: -0.6; C: -6.4; D: 10.6; E: -9.4; F: -1.1; G: 5.9; H: -3.8; I: -1.7

CN(C)C(=O)COC(=O)c1cc(Cl)cc(Cl)c1N
  A: 0.2; B: -1.5; C: -1.2; D: -1.3; E: 8.8; F: 16.8; G: 1.7; H: -1.8; I: 3.4

Cc1[nH]c2ccc(-c3nnc(SCC(=O)c4ccc(F)cc4)o3)cc2c1C
  A: 0.5; B: -1.4; C: 86.6*; D: -0.4; E: 25.7; F: -3.9; G: -0.8; H: -0.1; I: 0.2

CCC[C@H](CN[C@@H](CNC)[C@H](C)O)NCCc1ccc(OC)cc1
  A: -0.9; B: -5.5; C: 20.2; D: 1.4; E: -10.6; F: -1.8; G: -0.3; H: -0.5; I: 1.3

CN(CCOc1ccccc1)CC(=O)Nc1ccc(S(=O)(=O)N2CCCC2)cc1
  A: 0.8; B: -7.4; C: 33.4; D: 1.5; E: -9.9; F: -15.2; G: -7.3; H: -1.6; I: -0.7

CC(=O)N1CCN(c2cc(N3CCCC3)c(F)cc2[N+](=O)[O-])CC1
  A: -1.3; B: -2.0; C: 51.2; D: -0.9; E: -5.4; F: 4.2; G: -13.0; H: -4.8; I: -1.6

CCC(C)N1C(=O)CCC1C(=O)N1CCN(c2ccc(F)cc2)CC1 (stereo unspecified)
  A: -1.0; B: -7.5; C: 2.7; D: 0.9; E: -13.3; F: 1.1; G: -7.0; H: -4.9; I: -5.2

CCOc1ncccc1C(=O)NCCc1ccc(OC)cc1
  A: -1.3; B: -4.7; C: 32.0; D: 1.7; E: 24.6*; F: 26.2; G: -24.6; H: 0.8; I: 1.9

Cc1c2c(nc3c(C(=O)NC4CCCCC4C)cnn13)CCCC2 (stereo unspecified)
  A: -1.7; B: nt; C: -5.7; D: -1.1; E: -1.2; F: 3.3; G: -21.0; H: -5.0; I: 2.2

CC1CCN(C(=O)c2ccc(N3C(=O)c4ccccc4C3=O)cc2)CC1
  A: 0.5; B: -5.8; C: 24.1; D: 1.6; E: -2.6; F: -9.2; G: -25.6; H: 2.0; I: 1.1

CCC1CCCCN1C(=O)CSc1nnc(-c2ccc(Cl)cc2)o1 (stereo unspecified)
  A: 0.0; B: -0.5; C: 2.1; D: 1.4; E: -9.0; F: -5.3; G: -4.7; H: -1.3; I: -0.8

Cc1cc(C)n(-c2nc3c(c(=O)[nH]c(=O)n3C)n2C)n1
  A: -0.5; B: 3.0; C: -36.1; D: 0.3; E: -14.0; F: -0.2; G: -1.7; H: -3.0; I: -1.4

CCOC(=O)C1C(=O)CC(C)(O)C(C(=O)OCC)C1c1cccc(OC)c1 (stereo unspecified)
  A: -1.1; B: 0.8; C: 4.6; D: 0.3; E: -8.8; F: 6.3; G: -13.8; H: -2.5; I: -2.1

Cc1cc(C)c(C)c(S(=O)(=O)Nc2ccccc2C(=O)NCCCN2CCOCC2)c1C
  A: 5.5; B: -7.1; C: -21.2; D: 1.3; E: 2.6; F: -90.1; G: 11.9; H: 0.6; I: -0.5

COc1ccccc1-n1cnnc1SCC(=O)Nc1ncc(Cl)cc1Cl
  A: -0.8; B: 0.6; C: 18.9; D: 1.2; E: -11.7; F: 1.1; G: -11.2; H: -3.2; I: -0.2

CCOc1cc(CNc2ccccc2)cc(Br)c1OCc1ccccc1F
  A: -1.5; B: -2.8; C: 3.2; D: -0.4; E: -16.8; F: -3.7; G: -0.2; H: -2.4; I: -2.5

COc1ccc(CCN2C(=O)NC(NS(=O)(=O)c3ccc(NC(C)=O)cc3)(C(F)(F)F)C2=O)cc1OC (stereo unspecified)
  A: -0.5; B: -1.8; C: 64.3*; D: 2.4; E: 7.3; F: 20.6; G: -20.2; H: -1.0; I: -1.8

Nc1cc(-c2ccc(Cl)cc2)nn1-c1ccccc1
  A: 0.4; B: -7.6; C: 27.1; D: -1.1; E: 8.5; F: -0.4; G: 1.5; H: -2.4; I: -0.1

CCOC(=O)c1cc2sccc2n1Cc1ccc(C#N)cc1
  A: 2.9; B: -6.9; C: -6.9; D: 3.1; E: -13.6; F: -7.3; G: -16.0; H: -2.7; I: -1.7

C/C(=N\NC(=O)c1ccn(C)n1)c1ccc(NC(=O)c2cccc(F)c2)cc1
  A: 0.3; B: 2.0; C: 36.6; D: 0.5; E: -8.6; F: -4.5; G: -24.5; H: -4.4; I: -2.5

COC(=O)c1ccccc1NC(=O)CCS(=O)(=O)c1ccc(Br)cc1
  A: nt; B: 1.1; C: 38.5; D: nt; E: -0.9; F: 8.7; G: -26.2; H: 34.9*; I: -2.3

CCNC(=O)COc1ncnc2scc(-c3ccc(F)cc3)c12
  A: -0.7; B: 0.3; C: 32.2; D: -1.0; E: -0.8; F: 14.2; G: -3.5; H: -0.4; I: 0.9

COc1ccc(-n2c(SCC(=O)Nc3cccc(C(=O)O)c3)nnc2-c2ccco2)cc1
  A: -0.3; B: -9.2; C: 23.7; D: -0.6; E: -7.6; F: 4.0; G: -30.0; H: -2.1; I: -1.3

Cc1nn(CC(=O)NCc2ccccc2F)c(C)c1[N+](=O)[O-]
  A: 4.5; B: 3.2; C: 32.2; D: 0.2; E: -11.0; F: 2.9; G: 8.2; H: -1.0; I: -1.9

Cc1cc(C(=O)CSc2nnc3ccccn23)c(C)n1-c1ccccc1
  A: 0.6; B: 8.4; C: -3.3; D: 1.6; E: -2.6; F: 1.1; G: -3.5; H: -0.2; I: 0.3

Cc1occc1C(=O)NC(C)c1ccc2c(c1)OCO2 (stereo unspecified)
  A: 0.9; B: -6.4; C: 27.7; D: 0.4; E: -9.9; F: -4.3; G: 0.5; H: -6.1; I: 0.3

Cc1c(NC(=O)c2ccc(Br)o2)cccc1C(=O)O
  A: 0.0; B: -5.8; C: -5.3; D: 1.0; E: -0.2; F: 6.8; G: 4.1; H: 0.1; I: -0.9

CCOC(=O)NC(=O)/C(C#N)=N/Nc1ccc(F)cc1
  A: 0.1; B: -4.7; C: 34.9; D: -0.7; E: 10.6; F: 9.6; G: 2.3; H: -5.5; I: -0.1

Cc1ccc(Cl)cc1NC(=O)C1C2CCC(O2)C1C(=O)O (stereo unspecified)
  A: -0.9; B: -6.7; C: nt; D: 0.7; E: -19.3; F: 6.0; G: 1.5; H: -1.6; I: -2.1

Cc1ccc(-c2ccc(=O)n(Cc3c(F)cccc3Cl)n2)cc1
  A: nt; B: -9.3; C: 47.9; D: nt; E: -12.6; F: -13.3; G: -31.9; H: -1.1; I: -1.2

COc1cc2cc(CN(Cc3nnnn3Cc3ccco3)C3CCCCC3)c(=O)[nH]c2cc1OC
  A: 0.5; B: -0.8; C: 29.6; D: 1.3; E: 4.0; F: 16.3; G: -2.9; H: 2.4; I: 9.3*

O=C(COC(=O)c1ccc(S(=O)(=O)N2CCCC2)cc1)NCc1ccc(Cl)cc1
  A: 4.8; B: 1.4; C: -2.7; D: 3.0; E: -12.3; F: 1.6; G: -9.9; H: 0.7; I: -5.3

COC(=O)C1=C(CCc2ccccc2)NC(=O)NC1c1ccc(Br)cc1 (stereo unspecified)
  A: -2.1; B: -3.0; C: -18.6; D: -0.8; E: -0.3; F: 1.7; G: -20.7; H: -2.5; I: -1.9

COc1cccc(C(=O)NNc2c3ccccc3nc3ccccc23)c1
  A: -1.7; B: -3.9; C: 32.6; D: -0.7; E: -9.7; F: -14.7; G: 4.2; H: -5.3; I: -2.5

O=C(CCn1c(=O)[nH]c2ccsc2c1=O)N1CCN(c2ccc([N+](=O)[O-])cc2)CC1
  A: 0.2; B: -6.7; C: 22.8; D: 0.9; E: -1.7; F: -13.0; G: -13.8; H: 0.5; I: -0.3

Cc1ccc(CNC(=O)Cn2cccc2C(=O)c2ccccc2)cc1
  A: -2.4; B: -0.8; C: 8.2; D: -1.1; E: -9.0; F: -1.0; G: -18.7; H: -6.2; I: -1.6

Cn1cc(-c2nnc(-c3ccccc3)o2)c2ccccc21
  A: -1.0; B: -7.7; C: 54.2; D: -0.5; E: 15.6; F: 2.9; G: -0.4; H: 4.9*; I: -0.1

CCOC(=O)c1sc(NC(=O)/C=C/c2c(F)cccc2Cl)nc1C
  A: 0.2; B: 3.9; C: -2.4; D: 0.1; E: -7.7; F: -9.0; G: 1.5; H: -1.6; I: -1.4

Compound profiles, as listed above. Screens in order: OXTR ag | GalR3 antagonist | PHOSPHO1 block | V1R ag counter | GPR7 antagonist | NS3 helicase inh | DNA FID counter | IMP-1 inhibitor | VIM-2 inhibitor
COc1cc2cc(CN(Cc3nnnn3Cc3ccco3)C3CCCCC3)c(=O)[nH]c2cc1OC is listed with 0.5 | -0.8 | 29.6 | 1.3 | 4.0 | 16.3 | -2.9 | 2.4 | 9.3*
Cc1ccc(-c2ccc(=O)n(Cc3c(F)cccc3Cl)n2)cc1 is listed with nt | -9.3 | 47.9 | nt | -12.6 | -13.3 | -31.9 | -1.1 | -1.2
